Compound activity (PubChem)
A549 viability = counter-screen for Nrf2 inhibitors: cytotoxicity in A549 cells | A549 ARE-Fluc cells, CellTiter-Fluor viability, 18-24 h | Potency, µM (top dose mostly 46 µM), for the others: top-dose activity change, negative = cytotoxicity, hits mostly inhibitors | 390,000 tested, 0.16% active | AID 504648; further: potency means the concentration at half of the fitted maximal effect; on the % scale 0 is the no-effect control and ±100 the full control effect
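Cytotoxicity counterscreen: CellTiter-Fluor fluorescence was measured in A549 ARE_Fluc cells after 18-24 h of compound exposure in a concentration series. The subsequent BugLite luminescent read reports ARE-luciferase activity.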
Nrf2 activator = activates Nrf2 signaling; 410,000 tested, 0.31% active; Potency, µM (doses to about 46.1 µM), for the others: at the highest dose activation, hits mostly activators; AREc32 ARE-luciferase reporter (MCF7-derived line), luminescence, 24 h; further: potency means the concentration at half of the fitted maximal effect; % of control where 0% means no effect; nearly all actives have a fitted effect of over 65% in size
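Luciferase luminescence (Steady-Glo, 30 min at room temperature) served as the read-out of ARE activation in AREc32 cells treated with compounds for 24 hr at 37 deg C.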
HepG2 viability = HepG2 cytotoxicity, counter-screen for TGF-b inhibitors. HepG2 CAGA-GFP viability, ATP luminescence, 18 h. Potency, µM (top dose mostly 46.1 µM), for the others: at the top dose activity change, negative = cytotoxicity, usual class: cytotoxic. 410,000 tested, 0.76% active; further: potency means the concentration at half of the fitted maximal effect; some results filed as inactive show a strong effect at the top dose
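CellTiter-Glo luminescence gave cytotoxicity after 18 hours at 37 degrees C. The cells were HepG2 CAGA-GFP in 1% FBS DMEM, stimulated with 500 pg/mL TGF-beta after compound addition. %Activity was normalised to no-cell wells (complete cell-killing) and DMSO (no toxicity), and curves were fitted and classified.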
CCT chaperon mod = modulators of cytosolic chaperonin (CCT/TRiC) activity. AID 651819. 360,000 tested, 0.3% active. activity change, % (no concentration beside the values), hits read low. purified chaperonin ATPase assay, HTRF ADP detection, 30 min; in the data active means activity change below about -30%; further: on the % scale 0 is the no-effect control and ±100 the full control effect
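First, chaperonin was dispensed at 40 nM or 20 nM final depending on batch activity. Next, compounds were pinned at 76 uM and ATP added at 10 uM. After 30 min at 37 °C, ADP detection reagents ran 30 min at ambient temperature.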
Abeta rescue = A-beta toxicity reversal in yeast. 410,000 tested, 0.063% active. Potency, µM (highest dose often 46.1 µM), for the others: top-dose growth rescue, actives largely listed as activators. yeast expressing A-beta42, growth rescue, OD600, 48 h; response scale: 0% DMSO, 100% iron-clioquinol control; further: potency means the concentration at half of the fitted maximal effect; nearly all actives have a fitted effect of over 55% in size
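Growth rescue measured by 600 nm absorbance after 48 h yeast culture at 30 C with compound. Values normalized between DMSO and an equimolar ferric chloride plus clioquinol control.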
Mm-Cpn inhibitor = inhibitors of Methanococcus maripaludis chaperonin (MmCpn); purified Mm-Cpn ATPase, ADP Transcreener TR-FRET; Potency, µM (series often up to 76.9 µM), for inactives: at the highest dose activity, negative = inhibition, hits mostly inhibitors; 330,000 tested, 0.031% active; AID 504842; further: potency means the concentration at half of the fitted maximal effect; on the % scale 0 is the no-effect control and ±100 the full control effect; nearly all actives have a fitted effect of over 80% in size
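Quantitative HTS used 25 nM Mm-CPN and 10 uM ATP in magnesium/KCl Tris buffer, pH 7.4, with 1 mM DTT. Hydrolysis ran 30 min at 37°C; ADP was read by HTRF.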
Nrf2 inh = Nrf2 pathway inhibition; A549 ARE-Fluc reporter, luciferase luminescence, 18-24 h; Potency, µM (highest dose often 46 µM), for inactives: at the highest dose activity change, negative = inhibition, hits mostly inhibitors; 360,000 tested, 2.1% active; further: potency means the concentration at half of the fitted maximal effect; on the % scale 0 is the no-effect control and ±100 the full control effect; nearly all actives have a fitted effect of over 60% in size
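In this cell-based qHTS, ARE-driven firefly luciferase in A549 cells reports Nrf2 activity; the luminescent signal after BugLite lysis is the measured value, with a prior CellTiter-Fluor read for cell health.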
Akt phos inh = Akt phosphorylation inhibition. Neuro2A IGF-stimulated pAkt S473 HTRF, 20 min; hits give low values. activity change, % for hits at 50 µM. 360,000 tested, 0.32% active. AID 651550; in the data active means activity change below about -80%; inconclusive means mostly about -51% to -80%; further: on the % scale 0 is the no-effect control and ±100 the full control effect
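Neuro2A cells in DMEM with 0.5% FBS, overnight at 37 deg C, given compound at single 50 µM final, then IGF (6 nM final) for 20 min at 37 deg C. Lysed; phospho-Akt Ser473 by HTRF after 24 h, 665/615 ratio.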
TGFb inhibitor = blocks TGF-b signaling; HepG2 CAGA-GFP TGF-b/SMAD3 reporter, GFP fluorescence, 18 h; TGF-beta stimulated, 500 pg/mL final; Potency, µM (series often up to 46.1 µM), without a hit: at the top dose activity, negative = inhibition, hits mostly inhibitors; 410,000 tested, 1.2% active; AID 588855; further: potency means the concentration at half of the fitted maximal effect; on the % scale 0 is the no-effect control and ±100 the full control effect; nearly all actives have a fitted effect of over 65% in size
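HEPG2 CAGA-GFP reporter cells (1000/well, DMEM with 1% FBS) received compounds, then recombinant TGF-beta at 500 pg/mL final for 18 hours at 37 degrees C. Per-cell GFP summed per well was normalised to unstimulated and stimulated DMSO controls before curve fitting.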
* marks the source's active call; other numbers are inactive results; i = inactive; ? = inconclusive; . = not tested or not shown; [ ] = another dose, or the depositor's remark. Unless noted, the call rests on the fitted dose curve; in most records, active means well fitted curve in the direction sought with a large enough effect; inconclusive means small, poorly fitted or top-dose-only effect, or another doubt; inactive means no such curve, though single readings can be large; an effect the other way counts as inactive or inconclusive.

SMILES | A549 viability | Nrf2 activator | HepG2 viability | CCT chaperon mod | Abeta rescue | Mm-Cpn inhibitor | Nrf2 inh | Akt phos inh | TGFb inhibitor
Cc1c(CC(=O)N[C@@H](C)C(=O)O)c(=O)oc2cc3oc4c(c3cc12)CCCC4 | 2% | -0.8% | -2% | 0.3 | -2% | -1% | 0% | i | -1%
C/C(=N\NC(=O)c1ccccc1NC(=O)c1ccc(Cl)cc1)c1ccncc1 | -9% | -0.1% | 1.3µM* | -0.8 | -92%[inhibitor] | 0% | ? | i | 4%
CC(NC(=O)Cc1ccc(NC(=O)N2CCSc3ncccc32)cc1)c1ccccc1 (stereo not drawn) | 8% | -0.1% | -3% | . | -12% | . | ? | . | 0%
O=c1c(Oc2ccccc2Br)c(C(F)(F)F)oc2c(CN3CCCC3)c(O)ccc12 | -4% | -0.4% | -28% | -2.4 | 9% | 0% | 5% | i | -10%
C[N+]12CCCCC1C(COC(=O)c1ccc3c(c1)OCO3)CCC2 (stereo not drawn) | 1% | 2.1% | 0% | -1.1 | -12% | 0% | 1% | i | -10%
CCn1c(SCC(=O)NNC(=O)c2ccc(OC)cc2)nnc1-c1ccco1 | 4% | 0.2% | 10% | 2.1 | 9% | -1% | 0% | i | 22%
CCN(CC(=O)Nc1c(F)cccc1F)C(=O)c1cccc(-n2cnnn2)c1 | 0% | 2.6% | 5% | -0.6 | -9% | 0% | 8% | i | 2%
CCOC(=O)C1=NN(c2ccc(C)cc2)C2(S1)SC(C(C)=O)=C(C)N2c1ccccc1 (stereo not drawn) | -15% | 3.0% | -17% | 1.1 | 12% | -3% | ? | i | 3%
O=C1C=C(c2cccc3c2Oc2ccccc2S3)C[C@@H](c2ccc(Cl)cc2)C1 | -2% | -0.4% | 7% | -2.2 | 4% | -13% | -18% | i | -37%
Cc1c(C(=O)Nc2ccc(-n3c(C)nc4ccccc4c3=O)cc2)cccc1[N+](=O)[O-] | -1% | -1.3% | -2% | . | -19% | . | . | . | -4%
COc1cc(Cl)ccc1OCc1cc(C(=O)N2C[C@H]3CC[C@H]2C3)no1 | -1% | 3.5% | 7% | 2.3 | -3% | 1% | ? | i | -3%
O=C(CCn1cnnn1)Nc1ccc(Cl)c(Cl)c1 | -17% | 0.2% | -15% | 1.5 | -3% | 1% | -2% | i | -9%
C#CCNC(=O)C1=C[C@H](C(C)(C)C)C[C@H](OCc2ccc(CO)cc2)O1 | -5% | 0.8% | -4% | -2.2 | 0% | . | 13% | i | -6%
Cc1ccc([N+](=O)[O-])cc1Nc1nc(N2CCOCC2)nc(N2CCOCC2)n1 | 1% | 4.3% | -6% | -2.4 | 9% | -1% | -8% | i | -2%
CC(C)(C)NC(=O)CN(CCN1CCOCC1)C(=O)CNS(=O)(=O)c1ccc(Cl)cc1 | -9% | 0.0% | -2% | -0.4 | 2% | 2% | 3% | i | 8%
C[N+](C)(C)CCCN1C(=O)CCCC1=O | -2% | 0.4% | -16% | -2.2 | 3% | 4% | 1% | i | -1%
COc1ccc(-c2nc(N)ncc2-c2ccccc2OC)c(O)c1 | 7% | 4.5% | -24% | 0.6 | -8% | 0% | -3% | i | -24%
COc1ccccc1CNC(=O)C(NS(=O)(=O)c1ccc2c(c1)CCN2C(C)=O)C(C)C (stereo not drawn) | 2% | -0.2% | 0% | . | 3% | . | 2% | . | 12%
C[C@H]1CN([C@@H](C)CO)S(=O)(=O)c2ccc(Br)cc2O[C@H]1CN(C)C(=O)Nc1ccccc1F | . | -0.9% | -29% | -2.8 | -6% | . | . | i | 0%
CC(Sc1n[nH]c(=O)[nH]c1=O)C(=O)OCc1ccccc1 (stereo not drawn) | -1% | -0.1% | 0% | -1.3 | 23% | . | -3% | i | 3%
CCOC(=O)CNC(=O)COc1coc(CN2CCN(Cc3ccccc3)CC2)cc1=O | -3% | -1.0% | 2% | 0.3 | -15% | -2% | 7% | . | -11%
Cc1ccc(S(=O)(=O)NCc2csc(C)n2)c(C)c1 | -4% | 0.4% | -8% | 1.2 | 16% | 4% | 0% | i | -12%
COCCCNC(=O)c1c(NC(=O)C2COc3ccccc3O2)sc2c1CCCC2 (stereo not drawn) | 0% | 0.0% | -35% | -2.6 | -5% | -1% | 7% | i | -18%
CCOc1ccc(CN(CCc2ccc3c(c2)OCO3)Cc2cc(OC)c(OC)cc2OC)cc1 | -9% | 5.6% | -24% | . | -1% | . | -4% | . | 11µM*
CCNC(=O)Nc1ccc2c(c1)c(=O)n(C)n2Cc1ccc(Cl)cc1 | . | 0.3%[9.22 µM] | 11% | 1.3 | 8% | . | . | i | 23%
CCOC(=O)C1CCCN(c2c(NCCC(C)C)c(=O)c2=O)C1 (stereo not drawn) | 1% | -0.5% | 5% | -4.1 | 13% | 3% | 10% | i | -8%
O=C(NCC1CCCCC1)c1cc([N+](=O)[O-])ccc1N1CCOCC1 | -8% | 0.2% | 2% | 1.7 | 0% | 0% | 18% | i | 2%
CCOC(=O)C1=NNC2C(=O)N(Cc3ccccc3)C(=O)C12 (stereo not drawn) | 2% | -0.4% | -11% | -0.4 | -11% | 0% | -11% | i | -3%
COc1ccc(Cl)cc1NC(=O)c1cc(C)no1 | 5% | 8.9µM* | -12% | -0.2 | -9% | 1% | 7% | i | 4%
O=C1CSC(=S)N1N=Cc1ccc(Cl)cc1Cl | -8% | 5.5% | -4% | 0.0 | -11% | . | 13% | i | 1%
CCCC/C(O)=C1\C(=O)CCCC1=NCCc1c(C)[nH]c2ccc(OC)cc12 | -14% | -1.4% | 0% | 0.4 | -2% | 3% | ? | i | -4%
Cc1cccc(OCC(=O)Nc2ccc3nc(Nc4cccc(C(F)(F)F)c4)cc(C)c3c2)c1 | 0% | -0.5% | -19% | . | -2% | . | -24% | . | -3%
COc1ccc(Cn2c(=O)[nH]c3cc(C(=O)N4CCN(c5cc(Cl)ccc5C)CC4)ccc3c2=O)cc1 | -1% | 0.6% | -5% | . | -3% | . | 2%[9.27 µM] | . | -8%
CN(C)c1ccc(-c2noc(-c3ccccc3O)n2)cc1 | -6% | 13% | -14% | -2.5 | 1% | -2% | ? | i | -1%
O=C(O)c1cc(=O)[nH]c2c(Cl)cccc12 | 1% | 0.3% | -28% | -0.5 | 9% | -8% | 6% | i | -26%
O=C(Oc1ccccc1C(=O)N1CCOCC1)c1cccc(Br)c1 | -10% | 0.1% | 35% | -1.3 | -8% | 1% | . | i | 0%

Among those listed so far, three contain two or more sulfur atoms.
SMILES | A549 viability | Nrf2 activator | HepG2 viability | CCT chaperon mod | Abeta rescue | Mm-Cpn inhibitor | Nrf2 inh | Akt phos inh | TGFb inhibitor
CCOC(=O)C1=NN(c2ccc(C)cc2)C2(S1)SC(C(C)=O)=C(C)N2c1ccccc1 (stereo not drawn) | -15% | 3.0% | -17% | 1.1 | 12% | -3% | ? | i | 3%
Cc1ccc(S(=O)(=O)NCc2csc(C)n2)c(C)c1 | -4% | 0.4% | -8% | 1.2 | 16% | 4% | 0% | i | -12%
O=C1CSC(=S)N1N=Cc1ccc(Cl)cc1Cl | -8% | 5.5% | -4% | 0.0 | -11% | . | 13% | i | 1%

Continued.
SMILES | A549 viability | Nrf2 activator | HepG2 viability | CCT chaperon mod | Abeta rescue | Mm-Cpn inhibitor | Nrf2 inh | Akt phos inh | TGFb inhibitor
O=C(CCc1nc2ccccc2c(=O)[nH]1)NNC(=O)c1ccc(Cl)cc1 | -3% | -0.2% | -3% | -1.3 | 9% | -1% | -7% | i | ?
Cc1onc(C(=O)N2CCN(C(c3ccccc3)c3ccccc3)CC2)c1[N+](=O)[O-] | 5% | 9.1% | -26% | 0.6 | -37% | -1% | 14% | i | -19%
O=C(N/N=C/c1c[nH]c2ccccc12)c1cc(Cl)ccc1O | -1% | 4.0% | -32% | -1.3 | ? | 0% | ? | i | -4%
O=C(CCN1C(=O)NC2(CCCC2)C1=O)Nc1cccc(S(=O)(=O)N2CCOCC2)c1 | -2% | 0.0% | 6% | -1.1 | 0% | 1% | 3% | i | -1%
CC1CCCN(c2oc(-c3cccc4ccccc34)nc2C#N)C1 (stereo not drawn) | 7% | -0.2% | -20% | 0.9 | -10% | 1% | . | i | -9%
CC(=O)C1=C(C)NC(SCC(=O)c2ccc(Cl)cc2)=C(C#N)C1CC(C)C (stereo not drawn) | -3% | 3.1% | 1% | -0.5 | 3% | -6% | -1% | i | 2%
CC(C)C[C@H]1CNC(=O)C(=O)N1C[C@@H]1CCCN1C[C@H](CC(C)C)N1C[C@H](Cc2ccc(O)cc2)N(CCc2ccccc2)C(=O)C1=O | . | 0.1% | . | -0.2 | -13% | . | . | i | .
O=C(Cn1c(=O)[nH]c2ccccc2c1=O)Nc1ccc2c(c1)OCCO2 | 4% | 0.3% | -25% | -2.6 | -34% | -5% | 11% | . | ?
CCN1CCN(CCCNC(=O)c2cc3cc4ccc(OC)cc4nc3o2)CC1 | -9% | 5.8% | -29% | -0.1 | -3% | -4% | -21% | i | -16%
CC1(C)N=C(c2ccccn2)C(C)(C)N1O | 18% | 0.2% | -8% | -6.5 | -10% | 0% | 9% | i | -13%
Cn1c(N)c(S(=O)(=O)NCc2ccccc2Cl)c(=O)n(C)c1=O | 1% | 1.0% | -7% | -2.1 | -5% | -3% | ? | i | -9%
Cc1c(C)n(-c2ccccc2)c2ncnc(NCCN(C)C)c12 | -2% | 0.0% | -12% | -2.0 | -3% | -1% | -1% | i | 3%
CCOC(=O)C(=O)/C(=C\N(C)C)c1onc(-c2ccccc2Cl)c1C(=O)OC | -1% | 2.0% | 2% | 0.2 | -2% | 1% | . | i | 6%
